# Bioassay records from PubChem.
# GalR3 antagonist = antagonists of human GalR3 | 360,000 compounds, 0.44% hits | inhibition, % at 3 µM | AID 651719 | O60755 | HEK293 GalR3-CNG cAMP membrane potential fluorescence; galR3 body fused to GalR1 C-terminus;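 active means inhibition above the screen-wide average plus 3 SD, cut at about 13% in these data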;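 further: forskolin and galanin both at EC90 stimulate the cells; cAMP rise reported by CNG channel membrane potential dye signal; 0% = forskolin plus galanin with DMSO and 100% = forskolin alone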
# MEKK3 PB1 HTS = raises or lowers MEK5 binding to the human MEKK3 PB1 domain | binding response (% of control), % at 10 µM | bead-based flow cytometry, Alexa488-MEK5 binding to MEKK3; actives lie on both sides; 0 = blocked by unlabeled MEK5, 100 = vehicle | AID 1529 | 290,000 compounds, 1.4% hits | Q99759;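 active means binding response more than 3 SD above or below the average of its plate-row segment, actives on both sides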;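 further: Alexa488 bead fluorescence after subtracting the streptavidin-only scavenger bead signal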
# Target sequence (Q99759 whole entry, looked up, the tested form may be a part): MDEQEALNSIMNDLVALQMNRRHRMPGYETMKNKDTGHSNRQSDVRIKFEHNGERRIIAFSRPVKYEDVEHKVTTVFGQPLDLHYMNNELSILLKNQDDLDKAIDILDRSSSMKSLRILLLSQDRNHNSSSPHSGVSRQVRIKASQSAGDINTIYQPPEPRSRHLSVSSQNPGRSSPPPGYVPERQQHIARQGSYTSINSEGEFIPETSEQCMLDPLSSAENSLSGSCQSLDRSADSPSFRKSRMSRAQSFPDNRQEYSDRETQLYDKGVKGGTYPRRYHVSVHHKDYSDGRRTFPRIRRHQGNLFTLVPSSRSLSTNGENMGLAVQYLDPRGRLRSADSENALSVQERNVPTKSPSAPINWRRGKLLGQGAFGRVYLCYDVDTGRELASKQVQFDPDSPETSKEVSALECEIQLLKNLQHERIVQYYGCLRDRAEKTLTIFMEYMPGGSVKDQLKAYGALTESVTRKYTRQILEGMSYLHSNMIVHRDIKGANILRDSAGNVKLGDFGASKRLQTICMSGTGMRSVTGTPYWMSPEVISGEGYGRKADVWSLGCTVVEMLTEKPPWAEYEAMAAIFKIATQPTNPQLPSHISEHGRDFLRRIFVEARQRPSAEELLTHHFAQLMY
# OXTR agonist = activates the human oxytocin receptor | 320,000 compounds, 0.32% hits | P30559 | activation, % at 3 µM | CHO-OTR cells, Fluo-8 calcium fluorescence; normalized: DMSO 0%, oxytocin 100% | AID 2435;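 active means activation above the mean of all tested compounds plus 3 SD, cutoff set per screening run, cut at about 20% in these data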;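 further: peak over basal fluorescence ratio from a 100 s FLIPR kinetic read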
# V1R ag counter = counter-screen for oxytocin receptor agonists: human V1a receptor agonists | P37288 | CHO-V1R cells, Fluo-8 calcium fluorescence, agonist mode; 0% DMSO, 100% 3 nM vasopressin | activation, % at 3 µM | 320,000 compounds, 0.25% hits | AID 2797;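 active means activation above the mean activation of all tested compounds plus 3 SD, per screening run, cut at about 20% in these data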;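 further: signal is peak over basal fluorescence ratio across a 100 second FLIPR read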
# MEKK2 mut-MEK5 = signal of MEK5 binding to mutant human MEKK2 PB1 domain; bead flow cytometry, Alexa488-MEK5 binding to MEKK2 mutant; percent response, % at 10 µM; 290,000 compounds, 0.35% hits; AID 1530; in the data active means percent response above about 24%, passing the limit was not always enough; further: inactives centre near 1; some results filed as inactive read as strong as hits; reference of the scale not given here
# PHOSPHO1 block = PHOSPHO1 (human) inhibition. recombinant PHOSPHO1, absorbance phosphatase assay. inhibition, % at 13.3 µM. 290,000 compounds, 1.1% hits. AID 1565; in the data active means inhibition above about 60%
# Target sequence (Q8TCT1 whole entry, looked up): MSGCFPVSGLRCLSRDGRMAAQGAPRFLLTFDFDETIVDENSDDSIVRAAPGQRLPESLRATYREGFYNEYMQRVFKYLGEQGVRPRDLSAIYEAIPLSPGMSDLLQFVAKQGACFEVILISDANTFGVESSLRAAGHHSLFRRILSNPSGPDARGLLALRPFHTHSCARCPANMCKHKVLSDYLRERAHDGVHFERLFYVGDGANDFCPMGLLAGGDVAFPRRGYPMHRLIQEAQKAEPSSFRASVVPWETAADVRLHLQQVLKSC
# MEKK2 WT-MEK5 = raises or lowers MEK5 binding to wildtype human MEKK2 PB1 domain; bead flow cytometry, Alexa488-MEK5 binding to MEKK2 WT; actives lie on both sides; 290,000 compounds, 1.1% hits; binding response (% of control), % at 10 µM; Q9Y2U5; in the data active means binding response below about 67% or above about 130%
# NALP1 inh = blocks the NALP1 inflammasome reconstituted in yeast; S. cerevisiae NALP1/ASC/caspase-1 growth, X-gal OD620, 72 h; inhibition, % at 10 µM; 280,000 compounds, 0.61% hits; in the data active means inhibition mostly above about 24%, no sharp cut-off; inactive means mostly below about 32%; further: some compounds called inactive have numbers as strong as hits
# GPR7 antagonist = antagonists of human GPR7 (neuropeptides B/W receptor 1). P48145. GPR7-expressing cells, fluorescence antagonist assay. inhibition, % at 4.4 µM. 290,000 compounds, 1.1% hits. AID 1861; in the data active means inhibition above about 16%, passing the limit was not always enough;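 further: cells stimulated with the agonist NPW; 0% = agonist with vehicle and 100% = vehicle without agonist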
# An asterisk follows results filed as active; nt = no result given.
structure,MEKK2 mut-MEK5,NALP1 inh,GPR7 antagonist,GalR3 antagonist,MEKK2 WT-MEK5,OXTR agonist,PHOSPHO1 block,MEKK3 PB1 HTS,V1R ag counter
CNC(=S)N1CCC(NC(=O)C(Cc2ccc(F)cc2)NC(C)=O)CC1 (configuration not stated),-4.0,14.4,-7.1,-3.6,101.0,0.2,11.7,106.0,-0.6
COc1ccccc1CN1CCC(n2nccc2NC(=O)CCCc2ccccc2)CC1,19.0,1.2,2.1,-5.2,142.0*,1.3,17.0,103.0,0.8
CCOC(=O)c1c(C)n(C)c2cc(-c3cccc(C(F)(F)F)c3)c(O)cc12,3.0,34.6,-5.2,-4.1,100.0,0.1,-1.5,101.0,-0.5
N#CC1=C(N)NC(=S)C(C(N)=O)C1c1ccc([N+](=O)[O-])cc1 (configuration not stated),1.0,11.7,-3.1,0.2,98.0,0.0,-5.2,101.0,1.5
NS(=O)(=O)c1ccc(CNC(=O)/C=C/c2c(F)cccc2Cl)cc1,-4.0,2.6,1.0,-5.3,99.0,0.6,14.8,103.0,0.9
OCC1CCN(Cc2cn(Cc3ccccc3)nc2-c2cc3ccccc3o2)CC1,6.0,-4.5,10.9,-3.6,121.0,8.3,54.1,106.0,0.3
Oc1cccc(/C=N/N2CCN(C3c4ccccc4-c4ccccc43)CC2)c1,5.0,34.4,-15.7,-4.9,98.0,2.3,3.2,103.0,-1.1
COc1ccc(C(CC(=O)O)NC(=O)c2ccco2)cc1OC (configuration not stated),24.0*,3.7,-14.1,4.2,111.0,1.4,16.3,110.0,1.0
CCCc1cc(=O)[nH]c(SCc2ccccc2)n1,5.0,5.4,-8.3,-5.5,112.0,-2.6,-27.1,109.0,-1.1
Cc1nn(C)cc1/C=N/NC(=O)C1(O)c2ccccc2-c2ccccc21,26.0,17.0,-6.7,-0.6,106.0,1.5,0.6,105.0,2.6
Cc1ccc(CCNS(=O)(=O)c2ccc3c(c2)NC(=O)CCS3)cc1,-4.0,6.5,-11.5,-1.7,98.0,0.4,34.4,101.0,2.1
Cc1ccc(NC(=S)NNC(=S)NC2CCCCC2)cc1,-12.0,-11.2,-0.2,-4.5,91.0,-1.1,6.7,99.0,-1.5
COc1cc(NC(=O)C2CCN(S(=O)(=O)c3cnc[nH]3)CC2)cc(OC)c1OC,0.0,6.1,-0.6,-0.2,102.0,0.8,2.1,101.0,0.7
CC(=O)/C(=N/Nc1cccc(C)c1)N1CCOCC1,nt,6.1,0.2,-4.7,nt,-0.3,92.4*,nt,-0.9
CCCCCCn1c(CN2CCN(C)CC2)nc2c1c(=O)n(C)c(=O)n2C,8.0,21.0,-6.0,nt,108.0,-0.1,-5.3,106.0,0.9
CN(C)C(CNC(=O)c1cccs1)c1cccnc1 (configuration not stated),9.0,nt,-4.3,nt,111.0,-0.1,6.3,108.0,0.7
Cc1cc(-c2csc(NC(=O)c3ccc(C#N)cc3)n2)c(C)n1Cc1ccccc1,15.0,16.0,-0.8,1.3,117.0,-1.4,-1.8,99.0,-0.8
Cc1cc([N+](=O)[O-])nn1CC(=O)NCCc1c[nH]c2ccccc12,0.0,-14.0,-1.4,-4.3,104.0,3.2,28.5,112.0,1.9
COc1cc(/C=C/C(=O)c2ccc(C)cc2)ccc1OCC#N,1.0,nt,6.1,1.4,83.0,-2.4,-1.3,63.0,1.4
CSc1nc2ncc3c(n2n1)CC(C)(C)CC3=O,3.0,11.3,1.4,-0.6,105.0,0.3,45.4,103.0,0.4
Cc1cc(NC(=O)CSc2nc(C3CC3)nc3sc4c(c23)CCC(C)C4)no1 (configuration not stated),9.0,nt,-6.7,nt,107.0,-0.6,nt,107.0,-0.2
O=C(NCc1ccco1)c1nc(-c2ccccc2)n(-c2ccccc2)n1,1.0,18.8,20.5*,-2.5,105.0,-1.2,-4.9,108.0,-0.4
COC(=O)CNC(=O)CNC(=O)c1nn(-c2ccc(OC)c(OC)c2)c(=O)c2ccccc12,0.0,21.5,7.1,-8.0,105.0,-0.6,-7.8,105.0,0.7
CCCc1cc(=O)oc2cc(OCC(=O)N3CCc4ccccc43)ccc12,6.0,13.8,1.4,-6.2,101.0,-0.1,36.9,104.0,0.8
CCN(CC)CCNC(=O)NC(=O)c1ccc(Cl)cc1,3.0,27.9,-13.1,3.7,105.0,-0.2,-0.3,104.0,1.3
COc1ccc(NC(=S)Nc2ccc(OC(F)F)cc2)cn1,0.0,-11.0,2.3,-4.0,97.0,2.2,-59.3,100.0,0.8
Cc1ccc(S(=O)(=O)NCC(=O)N(CC2CCCO2)C(C(=O)NC2CCCCC2)C(C)C)cc1 (configuration not stated),-3.0,-2.3,-0.6,-9.2,96.0,-0.6,40.5,102.0,0.1
O=C(NNC(=O)c1ccccc1Br)c1ccncc1,7.0,-93.4,-8.3,-7.6,110.0,0.8,-13.6,105.0,0.1
COc1ccc(C(C(=O)NCC2CCCO2)N(Cc2ccco2)C(=O)c2snc(C(N)=O)c2N)cc1OC (configuration not stated),4.0,2.5,-9.6,-7.7,100.0,0.2,31.1,102.0,0.2
Cc1cc(C(C)(C)C)nc2[nH]n(-c3ccccc3)c(=O)c12,0.0,-0.8,4.0,-3.3,101.0,1.4,5.0,100.0,1.9
CC(C)C(NC(=O)c1ccco1)C(=O)NCC(c1ccco1)N1CCCCC1 (configuration not stated),4.0,-2.9,5.7,-3.3,102.0,0.1,3.5,99.0,0.4
O=C1CN(C(=O)CSc2nc3ccccc3c(=O)n2Cc2ccc(F)cc2)c2ccccc2N1,-2.0,15.4,-7.9,-7.6,92.0,2.6,-14.7,104.0,0.8

# In another format: entries from further up.
# Each structure is followed by: MEKK2 mut-MEK5, NALP1 inh, GPR7 antagonist, GalR3 antagonist, MEKK2 WT-MEK5, OXTR agonist, PHOSPHO1 block, MEKK3 PB1 HTS, V1R ag counter
O=C1CN(C(=O)CSc2nc3ccccc3c(=O)n2Cc2ccc(F)cc2)c2ccccc2N1
    -2.0, 15.4, -7.9, -7.6, 92.0, 2.6, -14.7, 104.0, 0.8
CC(C)C(NC(=O)c1ccco1)C(=O)NCC(c1ccco1)N1CCCCC1 (configuration not stated)
    4.0, -2.9, 5.7, -3.3, 102.0, 0.1, 3.5, 99.0, 0.4

# Further entries:
structure,MEKK2 mut-MEK5,NALP1 inh,GPR7 antagonist,GalR3 antagonist,MEKK2 WT-MEK5,OXTR agonist,PHOSPHO1 block,MEKK3 PB1 HTS,V1R ag counter
CC1=NN(C(=O)c2cc(C)nn2C)C(O)(C(F)(F)F)C1 (configuration not stated),-2.0,30.3,-8.4,-3.4,94.0,0.0,-8.2,95.0,0.5
CCCc1c(O)nc(SCCN(CCC)CCC)[nH]c1=O,-6.0,18.4,4.0,-4.6,95.0,0.9,-2.2,95.0,0.7
COc1cccc(N2CCN(S(=O)(=O)c3ccc4c(c3)N(C(C)=O)CCO4)CC2)c1,4.0,14.1,-14.5,-2.6,101.0,5.7,26.3,99.0,6.3
CCC(C)(C)n1c(=O)[nH]c2c(c1=O)CCC2,0.0,13.5,-6.6,-7.2,101.0,5.3,1.8,98.0,0.8
OC(COC(c1ccc(Cl)cc1)c1ccc(Cl)cc1)CN1CCN(c2ccccn2)CC1 (configuration not stated),9.0,44.7*,-7.3,-5.3,120.0,-0.5,-11.3,107.0,0.5
CC1(C(=O)N2CC3(CC(c4cccc([N+](=O)[O-])c4)=NO3)C[C@H]2C(=O)NCC(N)=O)CC1 (some centres not stated),-3.0,20.8,-5.7,-4.9,101.0,-0.8,35.4,105.0,1.4
COc1cc(C2CC(=O)c3c([nH]c(C(=O)OCCOC(C)C)c3C)C2)cc(OC)c1OC (configuration not stated),6.0,37.2,18.3*,1.9,105.0,7.8,4.9,110.0,9.8
Cc1cc(N/N=C/c2c[nH]c3ccccc23)c2ccccc2n1,-3.0,7.2,-6.8,-4.2,99.0,-0.9,28.7,98.0,0.1
O=C(NCCCN1CCCC1=O)c1cc(NS(=O)(=O)c2ccc(F)cc2)cc(NS(=O)(=O)c2ccc(F)cc2)c1,-5.0,20.6,-9.6,-5.5,93.0,-0.3,14.1,93.0,0.3
COc1ccc(OC)c2c1C(=O)c1ccccc1C2=O,1.0,25.3,-1.1,5.5,97.0,16.6,95.1*,98.0,23.2*
CC(C)CC(=O)NC(=S)Nc1cccc(NC(=O)c2ccccc2)c1,-1.0,29.7,9.0,-7.1,105.0,-1.7,-21.3,154.0*,1.6
CCO[C@@H]1OC(C(=O)NCc2nc3ccccc3[nH]2)=C[C@H](C)[C@H]1CCCO,6.0,-4.8,0.1,-2.4,105.0,-0.8,39.7,97.0,-0.6
Cc1ccc2[nH]c(=O)c(CN(Cc3cccs3)Cc3nnnn3Cc3ccccc3)cc2c1,1.0,1.6,-10.3,-4.0,97.0,1.2,-6.9,102.0,-0.1
COc1ccc(N2CCN(c3nc4c(c(=O)[nH]c(=O)n4C)n3Cc3cccc(C)c3)CC2)cc1,-2.0,20.6,-15.7,-1.7,95.0,-1.5,3.1,95.0,-0.6
Cn1nc(-c2ccccc2)cc1NC(=O)c1cccs1,-6.0,9.4,-6.9,1.8,95.0,1.6,12.9,93.0,0.9
CC(C)(C)Nc1nc(Cl)nc(NC(C)(C)C)n1,3.0,-1.9,-2.9,-0.7,107.0,-2.9,-12.5,105.0,-1.2
COc1ccc(CCNC(=O)COC(=O)/C=C/c2ccc(OCC#N)c(OC)c2)cc1,-1.0,31.2,-3.0,3.4,95.0,2.5,16.5,96.0,4.7
COc1ccc2nc(N(Cc3ccccc3)C(=O)CCNC(C)=O)sc2c1,16.0,-1.4,-11.1,-4.0,99.0,-0.6,35.2,103.0,0.5
COc1cc2c(cc1OC)CN(C(=O)c1cc(S(=O)(=O)N3CCCCC3)ccc1Cl)CC2,2.0,1.3,-9.1,-3.0,101.0,-1.0,-37.4,101.0,0.9
NC(=O)COC(=O)c1c2c(nc3ccccc13)CCCC2,3.0,8.5,-9.4,-1.6,103.0,-0.3,32.0,107.0,0.2
CCc1nnc(NC(=O)C(CC)CC)s1,-7.0,nt,8.1,-6.2,85.0,-0.2,1.8,80.0,1.2
CS(=O)(=O)c1ccc2nc(NC(=O)c3cccc(NS(=O)(=O)c4ccc(F)c(F)c4)c3)sc2c1,13.0,17.5,9.1,-3.4,103.0,3.0,-6.0,99.0,1.5
CCOc1ccccc1/C=N/NC(=O)CNC(=O)COc1ccccc1,5.0,-7.7,-11.8,-5.0,101.0,-0.4,18.8,107.0,0.1
Cc1ccccc1OCCC(=O)Nc1ccc2c(C)cc(=O)oc2c1,11.0,3.1,3.0,-6.2,106.0,0.2,-5.4,103.0,0.7
Cc1ccc(CNS(=O)(=O)c2cn(C)cn2)cc1,2.0,10.8,0.6,-7.4,105.0,0.5,0.3,103.0,-0.5
Brc1c(OCCOCCn2cncn2)ccc2ccccc12,5.0,7.5,0.7,-4.1,114.0,2.7,20.9,109.0,1.4
Cn1ncc([N+](=O)[O-])c1C(=O)N1CCCCCC1,1.0,26.0,-7.7,-3.6,102.0,nt,nt,100.0,nt
COc1ccc(/C=N\NC(=O)c2sc(N)nc2C)cc1OC,-6.0,2.9,-11.3,-1.1,96.0,-0.4,12.2,94.0,0.5
COC(=O)CCc1c(C)c(C(=O)c2cc(F)c(F)c(F)c2F)c2ccccn12,0.0,-2.4,-11.7,-7.2,102.0,-1.5,8.2,103.0,-0.6
CCOC(=O)c1c2c3c(cccc3n(C)c1=O)C(=O)c1ccccc1-2,2.0,17.3,8.3,-8.8,96.0,-2.5,3.1,101.0,-0.5
